Source: PubChem
TRHR ag: activates the human TRH receptor; P34981; TRHR cells, calcium flux fluo-8, FDSS agonist mode; activation, % at 2 µM; 0.18% of 360,000 active; AID 493084; further: 0% is about no effect
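TRHR-expressing cells, plated overnight in medium with 10% serum, were loaded with fluo-8 calcium dye at room temperature. After a 10 s baseline, library compound was pin-added and calcium release was recorded kinetically (ex 480/em 530) as agonist response.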
TRHR enhancer: allosterically enhances the human TRH receptor; 0.66% of 360,000 active; P34981; TRHR cells, fluo-8 calcium fluorescence, EC20 TRH enhancement; enhancement, % at 2 µM; in the data active means enhancement above about 30%; further: 0% is about no effect
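TRHR-expressing cells loaded with fluo-8 calcium dye were read kinetically (ex 480/em 530) during compound addition, then stimulated with an EC20 of TRH (10 nM final). Enhancement of the Gq-mediated intracellular calcium response was scored.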
D2 PAM: positive allosteric modulators of human D2 dopamine receptor | HEK293 T-REx D2, calcium flux, EC20 dopamine potentiation | potentiation, % at 10 µM | 0.34% of 340,000 active;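 active means potentiation over 3 SD above the plate norm, cut at about 30% in these data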; further: 0% is about no effect
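Using a no-wash calcium dye in inducible, force-coupled HEK293 Trex cells expressing D2, we tracked fluorescence each second for 180 s after compound, then for 180 s after EC20 dopamine to detect augmented signalling.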
D2 ag: activates the human D2 dopamine receptor; P14416; HEK293 T-REx D2 cells, calcium flux agonist mode; activation, % at 2 µM; 0.53% of 340,000 active;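 active means activation over 3 SD above normal in the single-dose calcium agonist read, cut at about 30% in these data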; further: 0% is about no effect
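Agonism scored from kinetic calcium signal (1 read/sec, 180 s) following compound pin transfer, after a 10 s baseline. Cells: HEK293 Trex line expressing inducible D2 receptor coupled to calcium, dye-loaded after overnight culture at 30 C.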
D1 antag: antagonists of human D1 dopamine receptor; 3.2% of 360,000 active; activity change, negative = inhibition, % at 10 µM; P21728; HEK293 TREx D1 cells, calcium flux, dopamine EC80; active compounds read low; in the data active means activity change below about -30%; further: on the % scale 0 is the no-effect control and ±100 the full control effect
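Kinetic fluorescence of a calcium dye serves as the read-out. D1-expressing Hek293 Trex cells, induced overnight at 30 C, are exposed to compound for 180 s before an EC80 dopamine addition, then read 180 s further.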
D1 ag: agonists of human D1 dopamine receptor; P21728; HEK293 T-REx D1 cells, calcium flux, agonist mode; activation, % at 2 µM; 1% of 360,000 active; AID 504660; further: 0% is about no effect
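Agonism was scored from calcium flux recorded over 180 s (1 read/s) after pintool compound addition, following a 10-cycle baseline. Cells were inducible force-coupled HEK293 TREx D1, plated overnight at 30 C and loaded with no-wash calcium dye.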
D1 PAM: human D1 dopamine receptor positive modulation. P21728. HEK293 TREx D1 cells, calcium flux, dopamine EC20 potentiation. potentiation, % at 10 µM. 0.036% of 360,000 active; in the data active means potentiation above about 30%; further: 0% is about no effect
D2 antag: antagonizes the human D2 dopamine receptor | P14416 | HEK293 TREx D2 cells, calcium flux, dopamine EC80 | inhibition, % at 10 µM | 2% of 340,000 active | AID 485344; in the data active means inhibition above about 30%; further: 0% is about no effect
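Calcium flux kinetic readout in an inducible HEK293 TREx D2 line plated overnight at 30 C. After 180 s compound exposure, an EC80 dopamine challenge follows with another 180 s kinetic read to detect antagonism.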
RXFP1 antag: antagonists of human relaxin receptor RXFP1 | HEK293-RXFP1, relaxin-stimulated cAMP HTRF, 30 min; active compounds read low | AID 1259400 | Q9HBX9 | 0.59% of 350,000 active | activity change, negative = inhibition, % at 57.5 µM;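 active means activity change of -60% or lower, but not beyond a set lower limit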; further: on the % scale 0 is the no-effect control and ±100 the full control effect
Target sequence (Q9HBX9 whole entry, looked up): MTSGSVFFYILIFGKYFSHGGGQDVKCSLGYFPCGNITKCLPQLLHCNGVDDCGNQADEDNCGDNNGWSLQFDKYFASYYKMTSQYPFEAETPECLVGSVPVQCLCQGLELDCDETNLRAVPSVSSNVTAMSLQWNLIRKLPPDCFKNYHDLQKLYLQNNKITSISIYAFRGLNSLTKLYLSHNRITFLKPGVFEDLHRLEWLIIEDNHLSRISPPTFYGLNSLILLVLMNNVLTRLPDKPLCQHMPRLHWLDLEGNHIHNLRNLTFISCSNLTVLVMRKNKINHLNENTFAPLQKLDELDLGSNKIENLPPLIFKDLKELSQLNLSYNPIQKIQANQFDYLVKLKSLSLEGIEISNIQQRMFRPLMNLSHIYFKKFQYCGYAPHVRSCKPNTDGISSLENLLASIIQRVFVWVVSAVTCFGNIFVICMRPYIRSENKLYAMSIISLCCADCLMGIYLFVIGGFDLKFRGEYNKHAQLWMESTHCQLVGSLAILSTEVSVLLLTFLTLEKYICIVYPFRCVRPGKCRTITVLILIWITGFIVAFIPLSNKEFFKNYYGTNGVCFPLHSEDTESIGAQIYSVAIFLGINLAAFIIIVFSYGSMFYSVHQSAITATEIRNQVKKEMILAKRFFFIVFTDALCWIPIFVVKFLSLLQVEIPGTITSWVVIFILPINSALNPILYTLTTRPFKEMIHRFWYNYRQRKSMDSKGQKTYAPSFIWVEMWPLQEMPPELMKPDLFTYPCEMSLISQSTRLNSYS
Active calls of the source: *; · = not tested or not shown. Unless noted, no stated cut-off is given here; in the data, active means activation above about 30%; inactive means the rest.

item	SMILES	TRHR ag	TRHR enhancer	D2 PAM	D2 ag	D1 antag	D1 ag	D1 PAM	D2 antag	RXFP1 antag
1	COc1ccc(CCNC(=O)NC(C(F)(F)F)C(F)(F)F)cc1OC	0.4	-5.9	-3.9	-0.1	-13.1	2.2	-8.6	-3.8	0.6
2	COc1cc(/C=C(/C#N)c2ccc(F)cc2)ccc1Oc1ccc([N+](=O)[O-])cn1	-0.2	2.3	-3.8	1.0	-12.3	6.2	-6.5	-2.8	·
3	CSc1ccc(S(=O)(=O)NCc2ccc(Cl)cc2)cc1	0.0	-2.9	-22.4	-0.4	-9.2	1.4	-3.6	1.0	7.4
4	C=CCn1c(N)c(C(=O)OCCC)c2nc3ccccc3nc21	-2.5	13.3	6.9	3.5	4.4	1.3	0.1	-11.4	-2.5
5	COc1cc(C(=O)N2CCN(c3ccccn3)CC2)cc(OC)c1OC	0.3	-1.9	-9.5	1.2	21.6	-2.4	-2.9	4.3	-1.5
6	O=C(COC(=O)c1ccccc1C(=O)c1ccccc1)NCc1ccc(F)cc1	0.2	-2.6	-3.2	-0.6	-1.5	6.4	-3.4	-21.7	-14.8
7	Cc1ccc(C)c(S(=O)(=O)n2nc(C)c(S(=O)(=O)N3CCC(C)CC3)c2C)c1	-0.1	7.8	8.2	0.5	6.2	-1.0	-1.0	·	·
8	CCOC(=O)CCCCC(=O)c1[nH]c(=O)[nH]c1CSc1nc2ccccc2[nH]1	-0.6	8.7	8.1	-0.1	4.2	-2.2	1.3	-1.0	-22.0
9	CC[C@H](C)[C@H](NC(N)=O)C(=O)NCCc1ccc(Cl)cc1	0.4	1.2	-11.3	-1.0	-5.6	0.8	4.4	-4.2	-11.9
10	Cc1ccc(NC(=O)c2cc3c(s2)CCCC3)cc1S(=O)(=O)Nc1ccccc1Cl	0.1	-7.7	6.3	0.2	10.2	5.0	8.8	-15.6	-19.0
11	COc1ccc(/C=C2/SC(=O)N(NS(=O)(=O)c3ccccc3)C2=S)cc1OC	0.1	-2.3	4.0	·	-2.0	0.2	5.0	·	15.1
12	CC(C)(C)CC(C)(C)N1CNC(=S)NC1	-0.3	9.9	·	·	6.4	2.6	-2.5	·	6.9
13	COC(=O)[C@H](Cc1ccccc1)N(C)S(=O)(=O)c1cccc(S(=O)(=O)N(C)[C@@H](Cc2ccccc2)C(=O)OC)c1	0.7	-2.2	8.4	0.8	-8.6	4.8	-2.8	-6.1	·
14	CCOC(=O)c1c(C)[nH]c(C)c1S(=O)(=O)NCc1cc(C)ccc1C	-1.1	-11.7	-9.5	-0.3	-12.8	0.9	-5.7	-9.1	3.5
15	Cc1nnc(SCc2cnc(-c3ccc(C(C)C)cc3)s2)n1C	0.1	17.3	1.4	-1.9	-15.0	1.2	1.6	66.5*	-10.8
16	CC(c1ccccc1)N1C(=O)OC(C)(C)C1(C)O (configuration not stated)	0.0	-4.1	4.8	0.0	-6.5	0.4	-1.5	1.5	·
17	O=C(CSc1nc2c([nH]c3ccccc32)c(=O)n1-c1cccc(Cl)c1)c1ccccc1	0.3	1.8	-2.0	1.3	-8.8	0.2	-4.4	·	·
18	COc1ccc(CCNC(=O)c2c(C)oc3nc(C)nc(N4CCOCC4)c23)cc1OC	0.5	10.1	-5.8	0.0	-10.0	0.5	-1.2	·	3.3
19	CC(C)c1ccc(NC(=O)COC(=O)c2ccc(CN3CCCC3=O)cc2)cc1	-0.1	3.2	-2.2	0.3	5.1	0.5	-3.3	1.6	2.7
20	Cc1ccc(C)c(NC(=O)CN(C)C(=O)CN2C(=O)C3CCCCC3C2=O)c1 (configuration not stated)	0.2	-2.2	4.6	-0.3	3.6	0.8	2.8	6.6	-3.9
21	CCC1(C)Cc2c(sc3nnn(CC(=O)Nc4ccc(Cl)cc4)c(=O)c23)CO1 (configuration not stated)	0.4	-2.5	-10.7	0.6	16.4	-0.2	7.8	-9.9	-12.9
22	Cc1cc(C)n2c(SCc3ccc(Cl)cc3Cl)nnc2n1	-0.4	7.9	11.4	-1.7	8.5	41.6*	9.9	4.4	-8.1
23	COc1ccc(/C=N/N=C2/CC(C)(C)Cc3n[nH]c(=O)cc32)cc1	0.0	-5.3	-5.7	19.1	-9.9	3.9	2.5	-0.1	1.6
24	CCCC(=O)c1cc(F)c(N2CCN(S(=O)(=O)c3ccccc3)CC2)cc1C	1.0	-5.9	23.9	0.8	11.1	4.5	1.7	5.3	-4.6
25	O=c1[nH]cnc2scc(C3COc4ccccc4O3)c12 (configuration not stated)	-1.0	2.1	2.9	0.3	-17.8	47.2*	-2.6	-12.5	2.8
26	Cc1ccc(/C(N)=N/OC(=O)C23CC4CC(CC(C4)C2)C3)cc1	0.4	1.4	4.7	-0.9	-1.5	2.2	-4.8	-23.2	7.2
27	CCCCn1c(=S)[nH]c2c(oc3ccc(Cl)cc32)c1=O	0.7	-5.4	·	·	-13.2	0.7	-2.5	·	·
28	Cc1cc(C)c(S(=O)(=O)Nc2nnc(C)s2)c(C)c1	-0.1	10.1	0.4	-0.4	-33.7*	2.8	-2.3	-4.8	10.7
29	COc1cccc(/C=C/C(=O)NCc2cn3cc(Cl)ccc3n2)c1OC	0.5	1.5	-25.1	-0.3	10.4	1.0	-1.3	27.2	-7.0
30	Cc1ccc(SCc2nc(-c3ccc(C(=O)NCCc4ccc(Cl)cc4)cc3)oc2C)cc1	0.2	1.2	-1.2	0.5	1.5	4.2	-1.3	·	-1.8
31	c1cncc(-c2nnc(-c3ccco3)o2)c1	0.0	2.1	3.5	1.7	-0.8	3.6	-5.8	-4.1	-0.8
32	COC(=O)c1ccc2[nH]c(C(C)(C)O)c(C)c2c1	0.3	7.1	-8.6	1.0	-5.4	2.2	-4.5	-19.1	·
33	O=S(=O)(c1ccc(-c2cnc(C3CC3)o2)cc1)N1CCN(c2ccccc2F)CC1	1.3	-1.2	0.4	1.5	-16.7	0.1	-0.7	·	·
34	O=C(O)CN1CCOCCOCCN(CC(=O)O)CCOCCOCC1	0.1	-8.0	7.8	-0.2	-1.1	2.3	0.1	12.0	·
35	Cc1ccc(/C=N/NC(=O)CNC(=O)Cc2ccccc2)o1	0.2	-3.9	-9.6	0.6	-10.0	0.4	-1.1	2.9	-4.8
36	O=C(/C=C/c1ccc(Cl)cc1)NCc1cccs1	-0.3	-4.4	-7.6	-0.6	-9.5	1.2	-5.0	3.1	1.0
37	CCOC(=O)N1CCN(CC(O)COc2ccccc2C(C)CC)CC1 (configuration not stated)	0.2	3.9	-2.7	-0.2	8.7	2.1	1.4	32.4*	-1.8
38	Cc1cc(C)cc(NC(=O)N2CCC(CN3CCCCCC3)CC2)c1	0.1	3.3	0.3	0.7	0.8	-0.1	3.0	·	3.8
39	COC(=O)c1cc2sc(C)cc2n1Cc1ccc(F)cc1Cl	-0.1	1.4	2.7	0.1	26.4	0.9	1.4	·	-11.4
40	COc1ccc(OC)c(CN2C(=O)c3ccccc3C2C(=O)NCC2CCCO2)c1 (configuration not stated)	0.1	-10.3	·	·	3.8	0.7	-0.7	·	-13.9
41	S=C(NCc1ccco1)N1CCN(Cc2ccc(Cl)cc2Cl)CC1	-0.3	1.7	-9.7	4.7	-17.3	6.7	0.1	-9.9	-28.7
42	COc1ccc(-n2nc(C(=O)NCC(=O)N3CCC(C)CC3)c3ccccc3c2=O)cc1	-1.4	-1.8	6.6	-2.2	7.0	1.5	13.7	2.7	3.8
43	CN1CCN(C(=O)CCN2C(=O)/C(=C\c3ccc(Cl)cc3Cl)SC2=S)CC1	-4.2	2.4	2.7	-2.7	11.6	-0.1	4.2	1.5	-4.7
44	Cc1ccc2c(c1)-c1onc(C(=O)N3CCN(c4cc(Cl)ccc4C)CC3)c1CO2	0.1	-3.8	0.4	-0.3	1.6	0.1	1.7	·	·
45	COc1ccc(CCNC(=S)N2CCN(S(=O)(=O)c3cccc(F)c3)CC2)cc1	0.9	-9.6	-13.3	1.7	2.6	4.2	1.1	0.9	2.5
46	O=C(Nc1cc(Cl)cc(Cl)c1)c1ccc(F)c(S(=O)(=O)N2CCN(c3ccccc3F)CC2)c1	0.1	2.7	-7.5	0.1	-14.9	-2.7	0.4	·	-6.5
47	C[C@H](NC(=O)c1nc[nH]c1C(=O)N[C@@H](C)C(=O)OC(C)(C)C)C(=O)OCc1ccccc1	-1.3	-2.3	-11.4	-0.4	-1.9	1.1	1.6	-16.4	·
48	CCN(CC)S(=O)(=O)c1cccc(-c2nn(-c3ccccc3)cc2/C=C(\C#N)C(=O)NCc2ccco2)c1	0.8	-0.9	5.2	2.3	11.1	5.3	-6.8	-9.6	·
49	Cc1ccc(C(=O)NC2CC3CCC(C2)N3C)cc1 (configuration not stated)	0.4	-2.4	14.7	-0.1	-10.2	5.0	-17.2	11.7	-11.5
50	O=c1c2ccccc2sn1-c1ccc(F)cc1	10.2	19.2	18.6	3.8	-43.9*	64.9*	-5.8	-38.7	·
51	N/C(Cc1cccc2ccccc12)=N\OC(=O)COc1ccccc1	0.3	-5.7	2.1	-0.2	19.2	6.8	-1.4	2.6	-13.0
52	O=C(Nc1ccn(Cc2c(F)c(F)c(F)c(F)c2F)n1)c1ccc(COc2ccccc2Cl)cc1	0.1	-0.5	-0.7	1.7	-1.0	2.8	-4.2	-0.6	36.9

Compounds listed so far containing an NH in an aromatic ring, in the order listed:
item	SMILES	TRHR ag	TRHR enhancer	D2 PAM	D2 ag	D1 antag	D1 ag	D1 PAM	D2 antag	RXFP1 antag
8	CCOC(=O)CCCCC(=O)c1[nH]c(=O)[nH]c1CSc1nc2ccccc2[nH]1	-0.6	8.7	8.1	-0.1	4.2	-2.2	1.3	-1.0	-22.0
14	CCOC(=O)c1c(C)[nH]c(C)c1S(=O)(=O)NCc1cc(C)ccc1C	-1.1	-11.7	-9.5	-0.3	-12.8	0.9	-5.7	-9.1	3.5
17	O=C(CSc1nc2c([nH]c3ccccc32)c(=O)n1-c1cccc(Cl)c1)c1ccccc1	0.3	1.8	-2.0	1.3	-8.8	0.2	-4.4	·	·
23	COc1ccc(/C=N/N=C2/CC(C)(C)Cc3n[nH]c(=O)cc32)cc1	0.0	-5.3	-5.7	19.1	-9.9	3.9	2.5	-0.1	1.6
25	O=c1[nH]cnc2scc(C3COc4ccccc4O3)c12 (configuration not stated)	-1.0	2.1	2.9	0.3	-17.8	47.2*	-2.6	-12.5	2.8
27	CCCCn1c(=S)[nH]c2c(oc3ccc(Cl)cc32)c1=O	0.7	-5.4	·	·	-13.2	0.7	-2.5	·	·
32	COC(=O)c1ccc2[nH]c(C(C)(C)O)c(C)c2c1	0.3	7.1	-8.6	1.0	-5.4	2.2	-4.5	-19.1	·
47	C[C@H](NC(=O)c1nc[nH]c1C(=O)N[C@@H](C)C(=O)OC(C)(C)C)C(=O)OCc1ccccc1	-1.3	-2.3	-11.4	-0.4	-1.9	1.1	1.6	-16.4	·

Not a hit list, and some 7.3% of all compounds hit somewhere here.
